Source: PubChem BioAssay
PI4K2A block: inhibitors of human PI4K2A | hit rate 0.13% among 420,000 | activity change, negative = inhibition, % at 76.9 µM | purified PI4K2A, ADP-Glo luminescence, 1 h; hits give low values | AID 1346378 | Q9BTU6; in the data active = activity change below about -50%; inconclusive = mostly about -30% to -49%;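 note: -100% = wells without enzyme as full effect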
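PI4K2A activity was measured by ADP-Glo luminescence: enzyme (4 ug/mL stock) and phosphatidylinositol (1.2 mM stock) in Tris pH 7.5/MgCl2/EGTA/Triton X-100 buffer were reacted with ATP (300 microM stock) for one hour at ambient temperature.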
GRP78 ERSR act: induces the endoplasmic reticulum stress response in human glioma cells; U87-MG GRP78 promoter luciferase reporter, 16 h; Potency, µM, for inactives: top-dose activation, hits mostly activators; hit rate 0.02% among 420,000; AID 602332; note: potency is the fitted concentration of half-maximal effect; series mostly up to about 76 µM; % of control where 0% means no effect; nearly all actives have a fitted effect of over 35% in size
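Stably transfected U87-MG human glioma cells carrying a GRP78-based luminescent sensor were seeded at 1000 cells/well, pin-dosed with compounds and incubated 16 h. Luciferase reagent was then added, and end-point luminescence was read after 10 min at room temperature.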
RXFP1 ag: activates the human relaxin receptor RXFP1; Q9HBX9; HEK293T-RXFP1 cAMP TR-FRET, 30 min; response scale: percent of porcine relaxin response, buffer zero; Potency, µM (titrated, usually from 57.5 µM), for the others: at the highest dose activation, actives largely listed as activators; hit rate 0.3% among 370,000; note: potency is the fitted concentration of half-maximal effect; % is set by controls: 0 for no effect and ±100 for the full control effect; nearly all actives have a fitted effect of over 60% in size; many of its hits are not listed in these tables
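HEK293 cells stably expressing RXFP1, treated 30 min at 37C with compounds plus PDE4 inhibitor Ro 20174; cAMP measured by HTRF TR-FRET. Normalized to buffer and 29 nM porcine relaxin; EC50 by Hill fit.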
TrxR1 substrate: rat thioredoxin reductase 1 substrate activity | purified TrxR1 substrate turnover, NADPH consumption readout | hit rate 0.01% among 390,000 | AID 588456 | Potency, µM (titrated, usually from 114 µM), without a hit: at the top dose activity change, negative = substrate turnover; note: potency is the fitted concentration of half-maximal effect; % is set by controls: 0 for no effect and ±100 for the full control effect; nearly all actives have a fitted effect of over 50% in size
Target sequence (O89049 whole entry, looked up): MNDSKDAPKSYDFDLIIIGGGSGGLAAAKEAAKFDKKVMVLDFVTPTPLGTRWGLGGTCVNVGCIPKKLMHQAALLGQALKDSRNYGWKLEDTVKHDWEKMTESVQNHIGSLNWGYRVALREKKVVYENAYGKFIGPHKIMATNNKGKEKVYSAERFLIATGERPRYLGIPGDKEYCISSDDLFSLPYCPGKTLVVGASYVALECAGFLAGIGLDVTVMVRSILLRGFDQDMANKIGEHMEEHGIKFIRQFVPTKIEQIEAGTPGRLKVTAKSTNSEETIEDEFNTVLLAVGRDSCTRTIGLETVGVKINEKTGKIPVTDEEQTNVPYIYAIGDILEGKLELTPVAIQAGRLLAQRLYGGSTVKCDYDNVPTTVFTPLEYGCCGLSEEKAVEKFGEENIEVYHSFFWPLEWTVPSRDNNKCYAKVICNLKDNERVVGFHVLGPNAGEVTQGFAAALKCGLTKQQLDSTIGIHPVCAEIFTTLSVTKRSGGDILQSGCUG
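Rat TrxR1, dispensed at 90 nM, was prereduced with 400 uM NADPH (final) for 5 min at ~22 deg C, then incubated with compound 15 min before 400 uM selenite. A first-read NADPH fluorescence drop versus no-compound background flagged substrates.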
Vif-A3G inh: inhibitors of Vif-APOBEC3G interaction; Q9HC16; HeLa A3G-eYFP + Vif (tagged APOBEC3G with the HIV-1 protein that degrades it), YFP fluorescence, overnight; Potency, µM (highest dose often 46.1 µM), for inactives: at the highest dose activity, negative = active, most hits filed as inhibitors; hit rate 0.076% among 410,000; AID 602310;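 note: potency is the fitted concentration of half-maximal effect; % is set by controls: 0 for no effect and ±100 for the full control effect; nearly all actives have a fitted effect of over 60% in size; hits raise eYFP signal because A3G escapes Vif-driven loss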
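Read-out is eYFP fluorescence (Ex 488/Em 500-530) from Vif-expressing HeLa A3G-eYFP cells; more signal means A3G escaped Vif-mediated degradation. Cells plated overnight, compound pinned in, incubated overnight at 37 deg C.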
LDHA block: inhibitors of human lactate dehydrogenase A; purified LDHA, NADH/diaphorase-resazurin fluorescence; hits give low values; activity change, % (values are at about 110 or 230 µM); hit rate 0.15% among 480,000; AID 1347041; in the data active = activity change below about -30%; inconclusive = mostly about -25% to -30%;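 note: plate controls were DMSO wells for no effect and wells without enzyme for full effect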
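Human LDH5 at 2 nM final in Tris HCl pH 7.4 with 0.06 mM NADH and 0.2 mM pyruvate, reacted 5 minutes at room temperature. Remaining NADH coupled via diaphorase/resazurin; resorufin fluorescence read at 0 and 20 minutes, normalized to enzyme-free and DMSO wells.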
mIDH1 inhibitor: inhibitors of human mutant IDH1 R132H. Potency, µM (top dose mostly 76.6 µM), inactives show at the highest dose activity change, negative = inhibition, actives largely listed as inhibitors. O75874. hit rate 0.093% among 390,000. IDH1-R132H enzyme, NADPH consumption, diaphorase/resazurin fluorescence; note: potency is the fitted concentration of half-maximal effect; % is set by controls: 0 for no effect and ±100 for the full control effect; nearly all actives have a fitted effect of over 65% in size
Target sequence (O75874 whole entry R132H, stated change not applied): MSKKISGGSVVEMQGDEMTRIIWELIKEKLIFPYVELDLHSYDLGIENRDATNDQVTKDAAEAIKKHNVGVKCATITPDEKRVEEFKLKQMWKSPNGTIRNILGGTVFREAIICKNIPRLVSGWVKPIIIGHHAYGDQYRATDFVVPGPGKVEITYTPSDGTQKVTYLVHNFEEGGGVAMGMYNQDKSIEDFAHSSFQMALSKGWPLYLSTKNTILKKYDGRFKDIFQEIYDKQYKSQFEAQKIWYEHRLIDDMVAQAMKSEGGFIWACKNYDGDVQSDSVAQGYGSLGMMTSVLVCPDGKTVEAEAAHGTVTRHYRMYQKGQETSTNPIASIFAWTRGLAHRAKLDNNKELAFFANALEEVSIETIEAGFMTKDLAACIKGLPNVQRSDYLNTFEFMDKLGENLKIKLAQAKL
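IDH1-R132H (0.5 ug/mL) preincubated 30 min with compound, then NADPH (0.016 mM) and alpha-KG (2 mM) added; 80 min at RT, pH 7.5. Remaining NADPH coupled via diaphorase/resazurin to fluorescence (540/590 nm); concentration-response curves normalized to no-enzyme control.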
USP1-UAF1 inh: inhibitors of human USP1/UAF1 deubiquitinase; hit rate 0.23% among 390,000; Potency, µM (titrated, usually from 57.1 µM), for inactives: top-dose activity change, negative = inhibition, usual class: inhibitors; O94782; AID 743255; recombinant USP1/UAF1, Ub-Rhodamine cleavage fluorescence; note: potency is the fitted concentration of half-maximal effect; % is set by controls: 0 for no effect and ±100 for the full control effect; nearly all actives have a fitted effect of over 60% in size; inactives centre near -12
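USP1/UAF1 complex (1 nM) preincubated 15 min at room temperature with compound, then Ub-Rho substrate (150 nM final) added. Kinetic fluorescence at 480/540 nm over 6 reads at 60 s intervals; 50 mM HEPES pH 7.8, 0.5 mM EDTA, 0.1 mg/ml BSA, 1 mM TCEP, 0.01% Tween-20.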
Vif-A3F inh: inhibitors of Vif-A3F interaction; Potency, µM (doses to about 46.1 µM), for inactives: at the top dose activity, negative = active; HeLa A3F-eYFP + Vif (tagged APOBEC3F with the HIV-1 protein that degrades it), YFP fluorescence increase; hit rate 0.2% among 390,000; note: potency is the fitted concentration of half-maximal effect; % of control where 0% means no effect; nearly all actives have a fitted effect of over 65% in size
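HeLa cells stably expressing A3F-eYFP plus Vif, plated and incubated overnight at 37 deg C, then exposed to compounds overnight at 37 deg C. Blocked degradation read as raised yellow fluorescence (Ex 488/Em 500-530).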
Numbers without * were called inactive; ? = inconclusive; nt = not tested or not shown; & = joins results of further samples; [ ] = another dose, or the depositor's remark. Unless noted, calls come from the whole dose curve; as a rule, active = well fitted curve in the direction sought with a large enough effect; inconclusive = small, poorly fitted or top-dose-only effect, or another doubt; inactive = no such curve, though single readings can be large; an effect the other way counts as inactive or inconclusive. An excerpt; the hit share may differ from the screen's.

SMILES	PI4K2A block	GRP78 ERSR act	RXFP1 ag	TrxR1 substrate	Vif-A3G inh	LDHA block	mIDH1 inhibitor	USP1-UAF1 inh	Vif-A3F inh
COc1ccc(C(C)=O)cc1CN1C(=O)NC2(CCCCC2C)C1=O (configuration not stated)	9	-1%	-1.1%	8%[57.1 µM]	0%	-6	-1%	0%	5%
CCSc1ncc(Cl)c(C(=O)Nc2c(C(=O)Nc3ccccc3)oc3ccccc23)n1	-11	nt	1.1%	4%	nt	0	nt	?	nt
N#CCCn1cc(/C=C/C(=O)O)c(-c2ccc(F)cc2)n1	2	-2%	1.1%	0%	0%	-8	5%	-14%	1%
Cc1c(C(=O)NNC(=O)c2ccncc2)oc2ccccc12	0	0%	-1.6%	-2%	-1%	-1	-3%	-18%	-12%
COc1ccc(/C=N/N=C(\N)c2nonc2N)cc1OC	1	4%	1.5%	-20%[57.1 µM]	3%	-1	6%	-26%	?
O=C(CCC(=O)OCC(F)(F)C(F)F)NCc1ccccc1	-5	0%	-0.3%	20%	-6%	-1	4%	-5%	-6%
COc1ccc(C(=O)NCc2cccnc2)cc1C(=O)NCc1cccnc1	4&-2	-2%&0%&-4%	3.0%	4%[57.1 µM]	0%	-5	-2%	-25%	10%
CCCN(CCC)CCCNC(=O)c1cc2c(=O)n(C)c3ccccc3c2n1C	15	-4%	1.7%	0%[57.1 µM]	7%	2	16%	-1%	2%
c1coc(CN(Cc2ccco2)c2ncnc3c2oc2ccccc23)c1	-5	-3%	2.8%	11%	-5%	1	-2%	-25%	0%
CC(=O)Cn1ncc(N2CCCCC2)c(Cl)c1=O	0	4%	0.9%	0%	-17%	1	-4%	-14%	0%
CCN(C(=O)COC(=O)CCn1c(C)csc1=O)c1c(N)n(Cc2ccccc2)c(=O)[nH]c1=O	8	-2%	1.0%	8%	0%	-7	-7%	-3%	-3%
COc1ccccc1/C=N/NC(=O)c1ccc(=O)n(C)c1	-1	-5%	-0.3%	-10%	-1%	-3	7%	-2%	-2%
Cc1ccc(/C=N/NC(=O)c2nn(C)cc2Cl)cc1	2	-4%	0.9%	-7%	0%	-9	-1%	-4%	1%
COc1ccc(C2CC(c3ccccc3)=NN2C(=O)COC(=O)/C=C/c2ccc(O)c(OC)c2)cc1 (configuration not stated)	3	-3%	-4.3%	5%	0%	-2	-1%	-10%	-4%
O=C(NNC(=O)c1ccccc1Br)c1ccccc1Cl	3	4%	0.0%	0%	8%	-11	-9%	-24%	-3%
CCOc1ccc(C(=O)Nc2ccc(NC(=O)c3ccccc3)cc2)cc1Br	1&-5	-2%&-1%	2.2%&4.1%	8%&12%	3%&2%	-12&2	1%&-7%	-2%&3%	0%&-4%
CCc1cccc2c(C(=O)CSc3nncn3-c3ccc(OC)cc3)c[nH]c12	-1	-2%	-1.4%	2%	-7%	-4	10%	-24%	18%
CCN1CCN(C(=O)C2CCC(=O)N(CCCN3CCCC3=O)C2)CC1 (configuration not stated)	0	-1%	-0.3%	1%	5%	-1	-10%	-23%	-3%
O=C1NC(c2ccc3c(c2)OCO3)Nc2ccccc21 (configuration not stated)	-9	9%	2.7%	70%[activator][57.1 µM]	?	-4	5%	-9%	-1%
Cc1cc(C(C)(C)C)oc1C(=O)N(CC(=O)NC1CCCC1)Cc1ccccc1Cl	2	-2%	-0.3%	1%	2%	-4	-6%	-14%	0%

Reformatted field by field: two of the compounds above
CCSc1ncc(Cl)c(C(=O)Nc2c(C(=O)Nc3ccccc3)oc3ccccc23)n1
  PI4K2A block: -11	GRP78 ERSR act: nt	RXFP1 ag: 1.1%	TrxR1 substrate: 4%	Vif-A3G inh: nt	LDHA block: 0	mIDH1 inhibitor: nt	USP1-UAF1 inh: ?	Vif-A3F inh: nt
N#CCCn1cc(/C=C/C(=O)O)c(-c2ccc(F)cc2)n1
  PI4K2A block: 2	GRP78 ERSR act: -2%	RXFP1 ag: 1.1%	TrxR1 substrate: 0%	Vif-A3G inh: 0%	LDHA block: -8	mIDH1 inhibitor: 5%	USP1-UAF1 inh: -14%	Vif-A3F inh: 1%

Following part:
SMILES	PI4K2A block	GRP78 ERSR act	RXFP1 ag	TrxR1 substrate	Vif-A3G inh	LDHA block	mIDH1 inhibitor	USP1-UAF1 inh	Vif-A3F inh
CCCN(c1ccc(OCC)cc1)S(=O)(=O)c1ccc2c(c1)CCN2C(=O)CCC(=O)O	4	-3%	0.3%	6%	0%	-11	-3%	-13%	7%
O=C(Nc1ccc(-c2cscn2)cc1)C1CCCN(Cc2ccc(CO)o2)C1 (configuration not stated)	-1	-3%	-0.7%	0%	1%	-7	-1%	2%	-10%
Cc1cc(=O)oc2cc(OCC(=O)NCCN3CCOCC3)c(Cl)cc12	-2	-1%	13%	0%	2%	-8&0	-10%	-9%	-8%
O=C(NC(=S)Nc1cccc(CO)c1)c1ccc(-c2ccccc2)cc1	0	0%	5.2%	-11%	-4%	-2	10%	-23%	-30%
O=C(CCC(NC(=O)OCc1ccccc1)C(=O)OCC(=O)N1CCCCC1)OCC(=O)N1CCCCC1 (configuration not stated)	-1	-2%	-4.0%	3%	-1%	-1	3%	-17%	-9%
CC1(C)C2C(Cl)(Cl)C2(C)c2ccccc2N1C=O (configuration not stated)	4	-8%	-7.3%	3%	0%	-1	8%	-7%	4%
CCOC(=O)C1CCCN(Cc2sccc2C)C1 (configuration not stated)	5	-1%	1.0%	4%[57.1 µM]	2%	-17	3%	-4%	-5%
O=C(NC1CC1)C1=C[C@H](C2CCCCC2)C[C@H](OCCCCO)O1	0	-4%	0.0%	2%[57.1 µM]	-2%	-10	-9%	-12%	3%
Cc1noc(N)c1C1(O)C(=O)N(C(C)C)c2ccccc21 (configuration not stated)	9	-3%	0.3%	1%[57.1 µM]	-6%	4	-1%	-11%	8%
CCOc1ccc(Nc2ccc(S(=O)(=O)N3CCOCC3)cc2[N+](=O)[O-])cc1	-8	0%	nt	nt	2%	-6	3%	-12%	5%
CCO/N=C(/C)c1c(O)c(C)c(-c2ccccc2)n(-c2ccccc2)c1=O	-4	1%	0.4%	-12%	-9%	-2	1%	-5%	-1%
O=C1C(C=NCCCN2CCCC2=O)=C(O)c2ccccc21	0	0%	2.3%	-10%	-1%	-1	2%	-13%	-10%
CSc1ccc(-c2nc(CSCC(=O)NCCCN3CCCC3=O)c(C)o2)cc1	-3	-8%	4.5%	19%	-1%	0	0%	-18%	2%
CCS(=O)(=O)Nc1cccc(-c2nc3cccnc3s2)c1	-2	5%	0.0%	0%	2%	-2	5%	-23%	-1%
COC(=O)C(C)Sc1n[nH]c(=S)s1 (configuration not stated)	12	5%	-0.3%	-11%	-3%	0	5%	-19%	-8%
CCOc1ccc(-c2c(C(=O)N/N=C(\C)c3ccncc3)nnn2-c2nonc2N)cc1	-5	-4%	-0.1%	13%	0%	-7	1%	-19%	0%
Cc1cccc(NC(=O)CS(=O)CC(=O)Nc2cnc3ccccc3c2)c1C (configuration not stated)	0	0%	-0.2%	-2%	-7%	-11	-7%	-9%	3%
CC(=O)Nc1sc(N/N=C\c2ccco2)nc1-c1cccs1	-2	-1%	0.0%	-15%	-4%	10	-2%	-4%	-3%
CC(=O)Nc1cccc(C(=O)OCc2ccc([N+](=O)[O-])cc2)c1	1	-4%	0.0%	2%	-4%	-2	13%	-3%	2%
O=C(CCNS(=O)(=O)c1ccc(OC(F)(F)F)cc1)N1CCN(S(=O)(=O)c2cccc(F)c2)CC1	4	-6%	1.2%	-5%	0%	-2	6%	-14%	5%
CCCN(S(=O)(=O)c1ccccc1F)S(=O)(=O)c1ccccc1Br	-6	-3%	3.7%	-1%	1%	-3	10%	-18%	-8%
O=C(C1CCCN1S(=O)(=O)c1cccc2cccnc12)N1CCN(c2ccccc2)CC1 (configuration not stated)	2	-1%	-0.2%	3%	0%	4	4%	?	3%
O=C(COC(=O)c1cc(=O)[nH]c2ccccc12)c1ccc(Br)cc1	1	2%	-14%	22%	2%	-5	0%	-19%	3%
O=c1oc2cc(O)ccc2cc1S(=O)(=O)c1ccccc1	4	-5%	-2.0%	2%	1%	-3	4%	-6%	7%
C=CCOc1ccc(/C=C/C(=O)OCC(=O)N2CCC(c3ccccc3)=N2)cc1	0	-5%	0.8%	-3%	-1%	-16	-15%	-5%	2%
CC(C)CCN1CCN(CCCc2ccccc2)CC1CCO (configuration not stated)	1	2%	1.0%	0%	2%	-3	6%	-11%	-6%
COc1ccc(OC)c(Nc2ccc(C(=O)O)cc2[N+](=O)[O-])c1	3	-1%	-1.2%	-5%[57.1 µM]	0%	0	4%	-13%	6%
Cc1cccc(NC(=O)CCSc2nncn2C)c1	3	1%	0.8%	0%	0%	-10	6%	-14%	8%
Nc1ncnc2c1ncn2[C@@H]1O[C@H](C(=O)N2CCSC2)[C@@H](O)[C@H]1O	-19	1%	nt	nt	-5%	-5	nt	nt	nt
COc1ccc(-c2noc(N3CCC(C(=O)NCCCN4CC(C)CC(C)C4)CC3)n2)cc1 (configuration not stated)	0	0%	-0.1%	1%	0%	-12	-5%	-8%	10%
Cc1ccc(S(=O)(=O)N(CC(=O)O)Cc2ccccc2)cc1	3	-3%	1.9%	-3%	2%	-2	2%	2%	1%
